From PubChem
GSIS activator: GLuc luminescence reporter in INS-1E cells, primary screen for activators of glucose-dependent secretion of insulin. INS-1E GLuc reporter insulin secretion, 2-3 h. activation, % at 16.6 µM. 370,000 compounds, 0.61% hits. AID 743287;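 active means lowest replicate activation of at least 40%, so every replicate reaches that level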;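 further: 0% = median of neutral control wells and 100% = median of IBMX positive control wells; some compounds called inactive have numbers as strong as hits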
CFTR F508del cor: CFTR F508del correction in bronchial cells | CFBE cells, YFP halide quenching; stimulated with forskolin plus potentiator P3; % fluorescence drop versus neutral controls | activity (quench increase), % at 7.58 µM | 350,000 compounds, 0.36% hits | AID 720511;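 active means mean added fluorescence quench of at least 8% versus neutral control, with both replicates also reaching 8%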;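 further: cells transiently co-express mutant CFTR-F508del with the halide-sensitive YFP; corrector assay measuring rescue of mutant channel to the surface after 24 h compound exposure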
Cneo AK release: Cryptococcus neoformans lysis via adenylate kinase release | C. neoformans lysis, adenylate kinase release luminescence, 4 h; normalised: neutral wells 0, clomiphene wells 100 | lysis activity, % at 15 µM | 360,000 compounds, 0.2% hits | AID 651654;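 active means mean lysis activity across replicates of at least 80%, whatever share of replicates individually reach that level; inactive means mean lysis activity below 80%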
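Schedule: static 4 h at 37 °C with compound, 1 h detection; system: C. neoformans cells; benchmarks: Clomiphene as positive control; buffer or medium: fresh YPD medium; measure: luminescence rise reflecting yeast cell lysis; measured by: luminescent adenylate kinase detection reagent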
FN deposit inh: fibronectin deposition inhibition; AH1F fibroblasts, Alexa488-fibronectin deposition fluorescence, overnight; inhibition, % at 12.6 µM; 350,000 compounds, 0.086% hits; AID 743247;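 active means mean inhibition across replicates of 30% or more, regardless of how many single replicates reach that level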;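 further: positive control wells lacked labelled fibronectin entirely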
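Material – AH1F fibroblast monolayer, labelled fibronectin deposition · Reagent – labelled fibronectin 24 nM · Timing – 1 h adhesion, overnight exposure · Measured by – fluorescence at 485 nm excitation, 525 nm emission · Read-out – inhibition of fibronectin deposition signal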
PglD DTNB: blocks C. jejuni PglD acetyltransferase activity; purified PglD enzyme, DTNB colorimetric CoA detection; inhibition, % at 12.5 µM; 360,000 compounds, 0.098% hits; AID 602405; in the data active means inhibition above about 16%, passing the limit was not always enough; further: strong numbers were not always called active
C2C12 statin: suppression of simvastatin myotoxicity; C2C12 myotubes + simvastatin, ATP luminescence, 48 h; scaled: DMSO 0, geranylgeraniol control 100; rescue of ATP level, % at 7.49 µM; 330,000 compounds, 0.78% hits; AID 602340;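 active means mean ATP rescue above about 67%, or every replicate alone reaching that limit, limit read from the data, passing the limit was not always enough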;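 further: myotubes were challenged with 10 µM simvastatin during compound exposure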
PGC1a acetyl inh: PGC1a acetylation modulation, inhibitor mode; AID 651687; 350,000 compounds, 0.17% hits; U2OS PGC1a acetylation, AlphaScreen anti-acetyl-lysine; with virally co-expressed GCN5 acetyltransferase; inhibition, % at 15.6 µM;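 active means every replicate shows inhibition of at least 40%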;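 further: 0% = neutral control wells and 100% = positive control wells; some results beyond the cut were filed as inactive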
miR122 inh: inhibitors of miR-122 in Huh7 cells; Huh7 miR-122 Renilla luciferase sensor, 48 h; neutral wells = 0, positive control = 100; activation (reporter increase), % at 12.5 µM; 340,000 compounds, 0.3% hits; AID 602342;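 active means mean replicate activation score at least 90 and every replicate individually at or above 90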;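 further: higher luciferase means less miR-122 activity so hits act as miR-122 inhibitors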
* = called active by the depositor; . = no result given; & = joins results of further samples; [ ] = dose if it differs, or a comment.

SMILES	GSIS activator	CFTR F508del cor	Cneo AK release	FN deposit inh	PglD DTNB	C2C12 statin	PGC1a acetyl inh	miR122 inh
N#Cc1ccc(NC(=O)c2cc(=O)c3ccccc3o2)cc1	6	1.3	.	-5	.	.	2	.
Fc1ccccc1C1CCN(Cc2nc(CC3CC3)no2)C1 (stereo not drawn)	-10	2.3	.	-3	.	.	13	.
CN(C)CCCN(C(=O)c1ccc(S(=O)(=O)N2CCCC2)cc1)c1nc2ccc(Br)cc2s1	-5	-1.4	6	-11	5	-13	4	1
COc1ccc(C(=O)NCCc2nnc(SCc3nc4ccccc4c(=O)[nH]3)n2C)cc1	.	.	-7	.	-3	-41	-11	1
CCN1C(=O)N(CC)C2NC(=S)NC21 (stereo not drawn)	.	.	0	.	0	.	-4	-4
O=C(COc1cccc(Br)c1)N/N=C/c1ccc2c(c1)OCCO2	-2	6.6	-19	6	-2	6	-1	-4
O=C(Nc1ccc(CN2CCOCC2)cc1)c1ccc(-c2ccc(Br)cc2)o1	11	0.0	-2	.	3	-11	-9	2
O=C(Nc1cccc([N+](=O)[O-])c1)c1ccncc1	7	.	-3	-5	5	.	.	3
Nc1nc(SCC(=O)N2CCCc3ccccc32)[nH]c(=O)c1-c1ccccc1	-22	-0.9	-1	.	3	15	-9	-1
COc1ccc(CN(C)C[C@@H]2OCCCC[C@@H](C)Oc3ccc(NS(C)(=O)=O)cc3C(=O)N([C@@H](C)CO)C[C@@H]2C)cc1	-5	1.8	-1	.	0	28	-18	4[16.7 µM]
CCOc1cccc(NCc2cc3c(C(C)(C)C)nn(-c4ccccc4)c3[nH]c2=O)c1	8	-0.5	3	.	4	-17	-4	-2
CC(C)C(=O)N1CCCC1(C)C(=O)Nc1ccc(-n2cccc2)cc1 (stereo not drawn)	-2	-2.1	0	-2	2	-16	7	1
CN(Cc1ccc(C(C)(C)C)cc1)C(=O)Cc1ccc(S(=O)(=O)N2CCOCC2)s1	-21	-0.2	0	-16	-2	-6	-5	-2
CCn1c(COc2ccc(Cl)cc2)nnc1SCC(=O)Nc1ccc2c(c1)OCO2	.	.	-1	.	0	2	-11	2
CCCCCCC(=O)Nc1ccc(C(=O)N2CCCC2)cc1	.	.	-2	.	-1	20	7	-4
COc1cccc(-c2cnc3c(c2)C(=O)N([C@H](C)CO)C[C@H](C)[C@@H](CN(C)C(=O)Nc2ccccc2F)O3)c1	-30	3.0	-5	.	5	17	-26	-7[16.7 µM]
COc1ccc(-n2c(-c3ccc(Cl)cc3)c[nH]c2=S)cc1	200*	2.6	-4	-14	-14	38	11	-8
Cc1cc(/C=N/n2cnnc2)c(C)n1-c1ccc(OCc2ccc(F)cc2)cc1	.	.	-27	5	5	50	7	-4
COc1ccc2nc(C)cc(SCC(=O)O)c2c1	4	.	-1&0	-5	-2&-1	7&-1	-2&0	5
CCOc1cc(C(=O)NC)cc(OCC)c1OCC	.	.	1	.	-6	-6	0	-6
COc1ccc(-c2cc(-c3ccccc3)c(C#N)c(SCC(=O)Nc3ncc(C)s3)n2)cc1	-22	.	-1	-6	-1	.	-8	-5
Cc1cc(C(F)(F)F)nc(SCC(=O)NC2=NC(=O)C(C)S2)n1 (stereo not drawn)	11	.	1	.	2	-4	6	-3
CCC(=O)N1CCCCN2[C@H](C1)[C@H](c1ccc(-c3cccc(C#N)c3)cc1)[C@@H]2CO	-8	7.4	3	.	-5	2	-19	8[16.7 µM]
CCN(CC)CCn1c2ccc(Cl)cc2c2nc(C)sc21	13	4.0	2	.	5	1	5	1
O=C(O)C1OCC2(CO1)COC(C(=O)O)OC2 (stereo not drawn)	7	1.6	0	-4	-2	-4	.	-8
C[C@H](CO)N1C[C@H](C)[C@@H](CN(C)S(=O)(=O)c2ccccc2)Oc2ccc(NC(=O)NC3CCCCC3)cc2CC1=O	-5	-1.4	2	0	1	2	-6	-4[16.7 µM]
CC(C)C[C@@H](CSc1ccc(Br)cc1)N1CCN(CC(C)C)CCC1=O	1	3.5	-2	-8	3	-9	-13	-6
Cc1ccc(S(=O)(=O)Cc2c(C)noc2C)cc1	9	-1.0	1	.	7	43	16	-3
c1ccc(Nc2nc(Nc3ccccc3)nc(N3CCNCC3)n2)cc1	7	0.4	-2	1	6	-18	-4	0
CCC1C(=O)N=C(SCC(=O)Nc2ccc(C(=O)OC)cc2)NC1=O (stereo not drawn)	-15	.	.	-13	2	3	-9	0
Cc1nn(CC(=O)NCc2ccc(C(=O)O)cc2)c(C)c1[N+](=O)[O-]	-9	-1.5	.	-1	.	.	-3	.
O=C(O)CSc1nnc(CNc2cccc(C(F)(F)F)c2)n1Cc1ccco1	.	.	3	2	-3	5	6	6
COC(=O)c1ccc(C(=O)OC)c(NC(=S)N2CCCC2)c1	12	3.8	2	1	5	-4	12	3
C[C@H]1CN([C@@H](C)CO)S(=O)(=O)c2ccc(C#CC3CC3)cc2O[C@H]1CN(C)C(=O)c1ccccc1	-7	-0.4	2	-4	0	39	-5	8[16.7 µM]
O=C(c1ccccc1)c1ccc(CN2C(=O)c3ccccc3C2=O)o1	3	-4.4	2	.	8	-2	14	-1
CCSc1ncc(Cl)c(C(=O)N(Cc2ccc(N(C)C)cc2)C2CCS(=O)(=O)C2)n1 (stereo not drawn)	.	.	-1	.	1	.	-13	11

Quoted from the listing:
`Cc1nn(CC(=O)NCc2ccc(C(=O)O)cc2)c(C)c1[N+](=O)[O-]` in FN deposit inh is entered as -1
`O=C(O)CSc1nnc(CNc2cccc(C(F)(F)F)c2)n1Cc1ccco1` in PGC1a acetyl inh is entered as 6

(next part)
SMILES	GSIS activator	CFTR F508del cor	Cneo AK release	FN deposit inh	PglD DTNB	C2C12 statin	PGC1a acetyl inh	miR122 inh
Cc1cc(Cl)ccc1C(O)c1ncc(-c2cccc(C(F)(F)F)c2)[nH]1 (stereo not drawn)	-13	-1.8	10	-1	2	-4	.	36
C/C(=N\NC(=O)c1cccc2ccccc12)c1cccnc1	-5	-0.2	-1	.	0	1	-2	-4
COc1ccc(/C=C2\SC(=S)N(CCCC(=O)Nc3ccc(C(=O)O)cc3)C2=O)cc1OC	-15	0.0	9	-8	-3	-10	.	5
Cc1ccnc(NS(=O)(=O)c2ccc(NS(=O)(=O)c3ccc(Br)cc3)cc2)n1	21	0.1	-2	4	4	33	.	.
O=C(CN1CCN(Cc2ccc3c(c2)OCO3)CC1)Nc1ccc(F)cc1	-2	.	0	0	4	.	-4	-2
C[C@H](CO)N1C[C@H](C)[C@@H](CN(C)S(=O)(=O)c2cccs2)OCCCC[C@H](C)Oc2ccc(NS(=O)(=O)c3ccc(F)cc3)cc2C1=O	-13	-1.1	-2	0	3	.	1	11[16.7 µM]
CC1=CC(=O)C(C(C)C)=C/C1=C(\c1cc(C(C)C)c(OP(=O)(O)O)cc1C)c1ccccc1C(=O)O	-16	-1.9	-1	4	6	27	-9	51
COc1ccnc2c1c(=O)n(Cc1ccccc1Cl)c(=O)n2C	11	0.8	-1	17	-1	8	-1	-2
O=C(O)c1ccc(Nc2cnc3ccccc3n2)cc1	21	-1.2	.	2	.	-9	-1	-6
C[C@H](CO)N1C[C@H](C)[C@@H](CN(C)C(=O)Nc2ccc(C(F)(F)F)cc2)OCCCC[C@H](C)Oc2ccc(NS(=O)(=O)c3ccccc3)cc2C1=O	11	-0.7	60	4	3	.	9	-2[16.7 µM]
CCOc1ccc(C2CC(=O)NC2=O)cc1 (stereo not drawn)	-14	2.6	.	-1	.	-2	.	.
Oc1ccc(Br)cc1-c1nc2cnccn2c1NC1CCCC1	.	.	9	-7	0	13	3	.

Three compounds out of the list, sorted by molar mass, ascending:
SMILES	GSIS activator	CFTR F508del cor	Cneo AK release	FN deposit inh	PglD DTNB	C2C12 statin	PGC1a acetyl inh	miR122 inh
C/C(=N\NC(=O)c1cccc2ccccc12)c1cccnc1	-5	-0.2	-1	.	0	1	-2	-4
Cc1cc(Cl)ccc1C(O)c1ncc(-c2cccc(C(F)(F)F)c2)[nH]1 (stereo not drawn)	-13	-1.8	10	-1	2	-4	.	36
O=C(CN1CCN(Cc2ccc3c(c2)OCO3)CC1)Nc1ccc(F)cc1	-2	.	0	0	4	.	-4	-2

Continuation.
SMILES	GSIS activator	CFTR F508del cor	Cneo AK release	FN deposit inh	PglD DTNB	C2C12 statin	PGC1a acetyl inh	miR122 inh
COc1ccc(C)cc1-n1nnnc1SCC(=O)NC1CCS(=O)(=O)C1 (stereo not drawn)	8	0.4	-1	-2	4	-5	-2	1
CC(=O)c1c(C)[nH]c(C(=O)CSc2nnc(-c3cccs3)n2Cc2ccccc2)c1C	-21	.	.	-13	.	.	-13	0
Cc1noc(C)c1NC(=O)NCC[C@H]1CC[C@@H](NC(=O)c2ccc(F)cc2)[C@@H](CO)O1	15	-0.1	-12	-7	4	1	0	.
Cc1ccc2c(c1)N(Cc1ccccc1)C(=O)C(C)S2 (stereo not drawn)	-14	-3.6	0	.	0	15	-3	-2
O=C(CCNC(=O)c1ccc(Br)cc1)Nc1ccc(S(=O)(=O)Nc2ncccn2)cc1	-5	-1.6	.	-1	.	13	.	2
CC(C)(C)OC(=O)N1CCOCCOCCN(C(=O)OC(C)(C)C)CCOCC1	0	.	1	6	-3	1	-7	-5
Cn1cnnc1SCC(=O)Nc1ccc(Br)cc1F	2	.	-3	-5	-1	71*	1	-1
COc1cccc(NC(=O)C[C@@H]2CC[C@H]3[C@H](COc4ccc(NC(=O)C5CCOCC5)cc4C(=O)N3C)O2)c1	1	1.5	.	-13	.	31	4	7[16.7 µM]
Cc1ccc2c(c1)c(C)c(C)n2CC(O)Cn1nc(C)cc1C (stereo not drawn)	.	.	-3	-1	2	17	-21	1
CCOc1ccccc1CN1CCN(C2CCN(c3ccccc3F)CC2)CC1CCO (stereo not drawn)	-9	-1.0	.	-7	.	11	24	10
Cc1cccc(CN2CCN(C3CN(Cc4cn(Cc5ccccc5F)nn4)S(=O)(=O)C3)CC2)c1 (stereo not drawn)	4	1.5	0	-9	-3	-6	5	-4
Cc1ccc(-n2c(Cc3cccn3C)nnc2SCC(N)=O)cc1	-5	-1.9	1	.	0	-18	-10	-2
CCOc1ccc(CNC(=O)CCS(=O)(=O)Cc2ccccc2C)cc1OC	-13	1.8	.	-5	.	3	4	1
C[C@@H]1CN([C@H](C)CO)C(=O)c2cc(C3=CCCC3)cnc2O[C@H]1CN(C)C(=O)C1CCC1	-4	-0.9	1	.	2	-4	-6	2[16.7 µM]
CCCc1nnc(SCC(=O)N2CCOCC2)n1Cc1ccco1	.	.	-4	.	10	3	-19	1
CC(=O)Nc1nonc1-n1nnc(C(=O)NCc2ccccc2)c1C	.	.	0	.	-2	-1	.	266*
CSc1ncc(CN2CCc3c([nH]c4ccccc34)C2c2cccc(C)n2)cn1 (stereo not drawn)	-12	0.2	0	2	-3	15	-16	6
CCCC(=O)Nc1ccc2c(c1)C(=O)N(C)C[C@@H](OC)[C@@H](C)CN(C(=O)CC1CC1)[C@@H](C)CO2	5	-2.9	-3	-10	4	-2	7	.
CCCN1C[C@H](C)[C@H](OC)CN(C)C(=O)c2cc(NC(=O)c3cnccn3)ccc2OC[C@@H]1C	8	-2.6	-1	4	5	-18	-4	.
C[C@H]1CN([C@@H](C)CO)C(=O)c2cc(NC(=O)Nc3ccccc3)ccc2O[C@@H]1CN(C)S(=O)(=O)c1ccccc1	-2	-0.6	0	.	-1	-27	5	-4[16.7 µM]
CON(C)S(=O)(=O)c1ccc2c(c1)N(Cc1ccc(C)cc1)C(=O)C1CCCN21 (stereo not drawn)	11	-2.6	.	-3	.	.	2	-10
